# Screening results from PubChem BioAssay.
# aSyn rescue: alpha-synuclein toxicity inhibition in yeast | 0.14% of 370,000 active | Yeast expressing alpha-synuclein, growth rescue, BacTiter-Glo, 24 h | Potency, µM (series often up to 46.1 µM), for inactives: at the highest dose growth rescue (activation), hits mostly activators; note: potency is the fitted concentration of half-maximal effect; % of control where 0% means no effect; nearly all actives have a fitted effect of over 65% in size
#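 Readout is rescue of growth in alpha-synuclein-expressing yeast, so inhibitors of toxicity appear as activators. Growth after 24 hr at 30 deg C in galactose medium is quantified by luminescence.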
# KB-V1 MDR tox: kills drug-selected multidrug resistant KB-V1 cells; KB-V1 MDR cells viability, CellTiter-Glo, 72 h; 3.4% of 400,000 active; Potency, µM (series often up to 46.1 µM), for inactives: top-dose activity change, negative = cytotoxicity, usual class: cytotoxic; note: potency is the fitted concentration of half-maximal effect; % is set by controls: 0 for no effect and ±100 for the full control effect; nearly all actives have a fitted effect of over 60% in size
#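 Following 72 h at 37 degrees C with compound, KB-V1 cell viability was read by CellTiter-Glo luminescence, medium being phenol-red-free DMEM plus 10% FBS; concentration-response parameters came from normalized, curve-fitted qHTS data.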
# GLP1R ag: agonists of human GLP-1 receptor. HEK293 GLP-1R CRE-luciferase, luminescence, 4-6 h; cells express a hypersensitive GLP-1R form. 0.007% of 380,000 active. Potency, µM (series often up to 45.6 µM), for the others: top-dose activation, most hits filed as activators. P43220; note: potency is the fitted concentration of half-maximal effect; % of control where 0% means no effect
# Target sequence (P43220 whole entry, looked up): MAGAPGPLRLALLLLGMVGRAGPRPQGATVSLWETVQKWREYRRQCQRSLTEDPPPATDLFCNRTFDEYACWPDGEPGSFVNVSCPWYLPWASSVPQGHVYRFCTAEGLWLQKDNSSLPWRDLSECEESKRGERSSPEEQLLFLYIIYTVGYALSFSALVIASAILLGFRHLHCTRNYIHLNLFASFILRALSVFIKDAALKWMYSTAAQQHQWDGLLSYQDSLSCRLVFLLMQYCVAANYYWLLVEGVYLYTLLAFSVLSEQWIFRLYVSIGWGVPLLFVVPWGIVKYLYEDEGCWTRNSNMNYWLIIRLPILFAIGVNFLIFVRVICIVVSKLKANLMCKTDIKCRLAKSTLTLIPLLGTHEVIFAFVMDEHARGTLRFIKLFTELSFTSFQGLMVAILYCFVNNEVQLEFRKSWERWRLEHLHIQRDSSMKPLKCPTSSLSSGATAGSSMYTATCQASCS
# PTHR1 agonist: activates the human parathyroid hormone receptor PTHR1 | HEK293 GP2 PTHR1 cells, GloSensor cAMP luminescence, 1 h | Potency, µM (titrated, usually from 115 µM), inactives show top-dose activation, actives largely listed as activators | 0.075% of 410,000 active; note: potency is the fitted concentration of half-maximal effect; nearly all actives have a fitted effect of over 55% in size; some results filed as inactive show a strong effect at the top dose; inactives centre near -15; many of its hits are not listed in these tables
# Target sequence (Q03431 whole entry, looked up): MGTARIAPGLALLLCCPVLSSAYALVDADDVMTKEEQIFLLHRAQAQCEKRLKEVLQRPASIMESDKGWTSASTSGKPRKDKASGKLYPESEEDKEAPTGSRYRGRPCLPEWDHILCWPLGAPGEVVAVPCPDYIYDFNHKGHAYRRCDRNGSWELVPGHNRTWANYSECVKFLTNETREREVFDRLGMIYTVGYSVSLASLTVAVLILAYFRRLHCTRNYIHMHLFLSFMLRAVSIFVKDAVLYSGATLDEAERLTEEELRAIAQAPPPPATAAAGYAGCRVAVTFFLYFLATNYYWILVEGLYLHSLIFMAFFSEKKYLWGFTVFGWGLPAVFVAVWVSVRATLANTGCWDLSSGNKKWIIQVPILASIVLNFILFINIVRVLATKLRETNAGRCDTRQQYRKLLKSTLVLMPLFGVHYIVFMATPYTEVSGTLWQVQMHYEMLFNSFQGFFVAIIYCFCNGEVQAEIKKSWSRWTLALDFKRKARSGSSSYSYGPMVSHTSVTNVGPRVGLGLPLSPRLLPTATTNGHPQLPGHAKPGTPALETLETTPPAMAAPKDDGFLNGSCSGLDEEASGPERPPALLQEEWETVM
#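 HEK-293-derived GP2 cells expressing PTHR1 and a GloSensor cAMP reporter, 3,000/well, plated overnight, given luciferin plus IBMX (each 0.5 mM as added) for 1 h at 37 °C, then compound for 1 h at 37 °C. Luminescence was read after 15 min at room temperature.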
# GLP1R cytotox: cytotoxicity counter-screen for GLP-1 receptor inverse agonists | 0.13% of 410,000 active | HEK293 cAMP-luciferase reporter cells, luminescence, 24 h | Potency, µM (top dose mostly 38.3 µM), inactives show at the highest dose activity change, negative = inhibition, most hits filed as inhibitors | AID 624418;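 note: loss of luciferase light is scored as toxicity; potency is the fitted concentration of half-maximal effect; % is set by controls: 0 for no effect and ±100 for the full control effect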
#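 1536-well qHTS counterscreen of the MLSMR; 200 cells/uL, 12 h pre-incubation, 23 nL cpd, 24 h at 37 deg C 5% CO2, luciferase detection reagent, 12 min RT, luminescence. Inhibition = undesired.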
# TDP43 rescue: rescues yeast growth from TDP-43 toxicity | TDP-43 expressing yeast growth rescue, BacTiter-Glo, 24 h | AID 652104 | 1.8% of 410,000 active | Potency, µM (doses to about 46.1 µM), for the others: at the highest dose growth rescue (activation), usual class: activators; note: potency is the fitted concentration of half-maximal effect; % of control where 0% means no effect; nearly all actives have a fitted effect of over 50% in size
#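 Readout is BacTiter-Glo luminescence of cell growth, so inhibitors register as activators. TDP-43-expressing yeast at OD600=0.02 in galactose medium, after raffinose pregrowth to mid-log, were incubated with compound for 24 hr at 30 deg C.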
# GLP1R inv ag: acts as inverse agonist at human GLP-1 receptor; P43220; HEK293 GLP-1R CRE-luciferase, luminescence, 24 h; GLP-1R form is constitutively active; Potency, µM (doses to about 38.3 µM), without a hit: top-dose activity change, negative = inhibition, usual class: inhibitors; 1.6% of 410,000 active; AID 624417; note: potency is the fitted concentration of half-maximal effect; % is set by controls: 0 for no effect and ±100 for the full control effect; nearly all actives have a fitted effect of over 55% in size
#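 GLP-1R inverse agonism mode: basal reporter luminescence in engineered HEK293 cells measured after one day of compound exposure at 37 deg C, with a 12 min room-temperature detection step.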
# D3 antag: D3 dopamine receptor (human) antagonism; P35462; D3R cells, DiscoveRx beta-arrestin luminescence, antagonist mode; stronger effect = lower value; max response, negative = inhibition, %; 2.5% of 360,000 active; in the data active = max response below about -50%; inconclusive = no clear call, values can overlap the other calls; note: % is set by controls: 0 for no effect and ±100 for the full control effect; mostly tested at two doses, the higher about 12 µM
#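 Cells plated overnight at 1500 cells/well, then exposed to library compounds with dopamine controls for 90 minutes at 37 degrees C. DiscoveRx reagent added for 30–60 minutes at room temperature; luminescence read, quantitative HTS format.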
# DRD3 agonist: D3 dopamine receptor (human) agonism | AID 652048 | max activation, % | D3R DiscoveRx beta-arrestin cells, luminescence, 90 min | 0.58% of 410,000 active; in the data active = max activation above about 30%; note: 0% is about no effect; mostly tested at two doses, the higher about 12 µM
#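 Cells at 1500/well, incubated overnight, then treated with pinned compounds (dopamine as control) for 90 min at 37 degrees C. DiscoveRx reagent added for 30 - 60 minutes at room temperature; luminescence read.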
# * = called active by the depositor; i = inactive; ? = inconclusive; . = not tested or not shown; & = joins results of further samples; ! = not confirmed by another sample; [ ] = another dose, or the depositor's remark. Unless noted, calls come from the whole dose curve; as a rule, active = well fitted curve in the direction sought with a large enough effect; inconclusive = small, poorly fitted or top-dose-only effect, or another doubt; inactive = no such curve, though single readings can be large; an effect the other way counts as inactive or inconclusive. An excerpt, so the mix of outcomes need not match the whole.
1) CCn1c2ccccc2c2cc(CN3CCN(S(=O)(=O)Cc4ccccc4)CC3)ccc21
2) Nc1ncnc2c1ncn2CCN1CCCCC1
3) Cc1ccc(Oc2ccc(NC(=O)c3ccco3)cc2)cc1
4) CCOc1ccc(NS(=O)(=O)c2ccc(C(=O)NCC(c3ccc(OC)cc3)N3CCOCC3)cc2)cc1 (stereo not given)
5) CCOc1cccc(/C(O)=C2/C(=O)C(=O)N(CCOC)C2c2ccc(C)o2)c1 (stereo not given)
screen / no. | 1 | 2 | 3 | 4 | 5
aSyn rescue | 2% | -3% | -26% | 7% | 12%
KB-V1 MDR tox | 2% | 3% | ? | 1% | -13%
GLP1R ag | 3% | 12% | 4% | 5% | 0%
PTHR1 agonist | i | i | i | -61% | i
GLP1R cytotox | -24% | -1% | 5% | 4% | -3%
TDP43 rescue | 4% | 1% | 3% | -7% | -9%
GLP1R inv ag | ? | -2% | ? | ? | -12%
D3 antag | 1 | 3 | 24 | -5 | -19
DRD3 agonist | -6 | -6 | -2 | -3 | -2

6) Cc1ccc(OCC(=O)N2CCN(S(=O)(=O)c3ccccc3)CC2)c([N+](=O)[O-])n1
7) O=C(Nc1ccc(S(=O)(=O)NC2CCCC2)cc1)c1cnccn1
8) CCOc1ccc(OCC)c(S(=O)(=O)NCCCN2CCOCC2)c1
9) COc1ccc(N(C(C)C(=O)N/N=C/c2cc(Br)c(C)o2)S(C)(=O)=O)cc1 (stereo not given)
10) CCOC(=O)c1c(C)[nH]c(C(=O)Cn2c(=O)oc3ccccc32)c1C
screen / no. | 6 | 7 | 8 | 9 | 10
aSyn rescue | 0% | -1% | -2% | 1% | -2%
KB-V1 MDR tox | -11% | ? | 13% | 9% | 4%
GLP1R ag | 8% | 14% | 2% | 12% | 13%
PTHR1 agonist | i | i | i | -26% | i
GLP1R cytotox | -10% | -3% | -2% | 5% | -8%
TDP43 rescue | 15% | 0% | 0% | 17% | 14%
GLP1R inv ag | 16% | 0% | 13% | -8% | 4%
D3 antag | 7 | -13 | 11 | 3 | 12
DRD3 agonist | 3 | 2 | 0 | -1 | -6

11) CC1CCCCN1C(=O)COC(=O)c1ccc2c(c1)C(=O)N(Cc1ccco1)C2=O (stereo not given)
12) O=C(Cn1cnc2scc(-c3ccc(Cl)cc3)c2c1=O)N1CCOCC1
13) O=C(Nc1ccc(S(=O)(=O)N2CCCCC2)cc1)C1CCN(C(=O)c2ccc(F)cc2)CC1
14) O=C(C1COc2ccccc2O1)N1CCc2ccccc2C1 (stereo not given)
15) Cc1nnc2sc(SCC(=O)N3CCCCC3)nn2c1=O
screen / no. | 11 | 12 | 13 | 14 | 15
aSyn rescue | 0% | 2% | -1% | . | 2%
KB-V1 MDR tox | -13% | -15% | -8% | ? | 5%
GLP1R ag | -22% | -1% | -8% | 1% | -1%
PTHR1 agonist | i | -2% | -16% | i | -2%
GLP1R cytotox | -5% | -12% | 17% | -6% | 0%
TDP43 rescue | 5% | -4% | -5% | . | 1%
GLP1R inv ag | 5% | 3% | ? | -29% | 2%
D3 antag | 24 | 0 | 2 | 12 | 6
DRD3 agonist | 3 | 8 | 5 | -3 | 1

16) O=Cc1cn(CCOc2ccccc2F)c2ccccc12
17) N#CCCN(C(=O)COC(=O)c1cccc(S(=O)(=O)N2CCCCCC2)c1)c1ccc(F)cc1
18) CCN(C(=O)COC(=O)c1cn(-c2ccccc2)nc1-c1ccccc1)C1CCS(=O)(=O)C1 (stereo not given)
19) CC(Sc1nc(-c2ccccc2)cc(C(F)(F)F)n1)C(=O)N1CCCC1 (stereo not given)
20) Cc1cc(C)n(-c2nc3c(c(=O)n(C)c(=O)n3C)n2C)n1
screen / no. | 16 | 17 | 18 | 19 | 20
aSyn rescue | -1% | 9% | 0% | -6% | 0%
KB-V1 MDR tox | -9% | 13µM* | -19% | ? | 10%
GLP1R ag | -3% | 6% | 18% | 5% | 19%
PTHR1 agonist | -34%[inhibitor] | -3% | -27% | -22% | -2%[57.5 µM]
GLP1R cytotox | 4% | -26% | 3% | -14% | -3%
TDP43 rescue | ? | 12% | -10% | 5% | -14%
GLP1R inv ag | -12% | -22% | ? | 6% | 1%
D3 antag | -9 | -15 | 5 | -8 | 42
DRD3 agonist | 6 | 4 | 4 | 1 | -8

21) CCOC(=O)N1CCN(C(=O)c2cc(-c3ccc(F)cc3)[nH]c2C)CC1
22) O=C(COC(=O)Cc1c[nH]c2ccccc12)NC1CCS(=O)(=O)C1 (stereo not given)
23) Cc1ccc(NC(=O)CCCn2c3ccccc3c(=O)c3cc(C)ccc32)c(Br)c1
24) O=C1c2cccnc2C(=O)N1CO
25) COCCCNC(=O)CCn1c(=O)c2ccccc2n(CC(=O)Nc2ccccc2C)c1=O
screen / no. | 21 | 22 | 23 | 24 | 25
aSyn rescue | 21% | -7% | . | 9% | -2%
KB-V1 MDR tox | -17% | 3% | . | 0% | 6%
GLP1R ag | 0% | -14% | . | -10% | -6%
PTHR1 agonist | i | i | -56%[inhibitor] | i | -22%
GLP1R cytotox | -4% | -8% | -6% | -5% | 22%
TDP43 rescue | 11% | -1% | 13% | 20% | 15%
GLP1R inv ag | -11% | -4% | -15% | 0% | 32%[activator]
D3 antag | 63 | -18 | . | 11 | ?
DRD3 agonist | 3 | -6 | 39* | 9 | 4

26) O=C(C1=C[C@@H](c2ccc(Br)cc2)C[C@@H](OCc2ccc(CO)cc2)O1)N1CCOCC1
27) Cc1cc(Br)ccc1NC(=O)c1sc2nc3n(c(=O)c2c1C)CCCC3
28) CCOc1cccc(C(=O)Nc2cccc(C(C)=O)c2)c1
29) COc1ccc(NC(=O)C2C3C=CC(O3)C2C(=O)O)cc1 (stereo not given)
30) O=C(c1[nH]c(C(F)(F)F)nc1-c1ccccc1)N1CCN(c2ncccc2C(F)(F)F)CC1
screen / no. | 26 | 27 | 28 | 29 | 30
aSyn rescue | -6% | . | -5% | 22% | ?
KB-V1 MDR tox | -6% | . | ? | 15% | ?
GLP1R ag | -2% | . | 13% | -2% | 6%
PTHR1 agonist | i | -21% | -9% | i | -4%
GLP1R cytotox | 19% | 1% | 14%[1.53 µM] | 1% | -25%
TDP43 rescue | ? | 23% | 19% | 11% | 24%
GLP1R inv ag | -11% | 18% | 7% | -5% | ?
D3 antag | -29 | . | 4 | -13 | -17
DRD3 agonist | -16 | 2 | -4 | -1 | -9

31) COc1cccc(CNC(=O)Cn2c(=O)ccc3cc(S(=O)(=O)N4CCC(C)CC4)ccc32)c1
32) CCCCNc1c(-c2ccc(SC(C)CC)cc2)nc2ccccn12 (stereo not given)
33) CCN(CC(=O)Nc1ccc(NC(C)=O)cc1)C(=O)/C=C/c1ccc([N+](=O)[O-])cc1
34) CCc1ccc(C(=O)O)cc1
35) CC(=O)c1c(C)[nH]c(C(=O)COC(=O)c2nccnc2N)c1C
screen / no. | 31 | 32 | 33 | 34 | 35
aSyn rescue | 1% | -74%&-63%[inhibitor] | 0% | -11% | 2%
KB-V1 MDR tox | 26% | 13µM*! | 17% | 12% | -2%
GLP1R ag | 4% | 0%&-3% | 2% | -2% | -2%
PTHR1 agonist | -6% | -41%&-76%[inhibitor] | i | i | -23%
GLP1R cytotox | -3% | -25%&4% | 5% | 3% | -2%
TDP43 rescue | 2% | -92%&-77%[inhibitor] | 13% | 6% | 7%
GLP1R inv ag | 5% | ? | -1% | 7% | 7%
D3 antag | . | 52&7 | 0 | -16 | 15
DRD3 agonist | -9 | 30*! | 3 | -21 | -1

36) C#CCCc1ccccc1/C=[N+](/C)[O-]
37) Cc1ccc(N2CC(C(=O)Nc3ccc(S(=O)(=O)Nc4nccs4)cc3)CC2=O)cc1C (stereo not given)
38) Cc1cc(=O)oc2cc(OCC(=O)Nc3c(Cl)cccc3C(F)(F)F)ccc12
39) Cc1ccc(-c2nc3sc(CCNC(=O)c4ccc(C)c(C)c4)c(C)n3n2)cc1
40) CCc1ccc(CCC(=O)Nc2ccc(Cl)cc2)o1
screen / no. | 36 | 37 | 38 | 39 | 40
aSyn rescue | -11% | 0% | 1% | . | -25%
KB-V1 MDR tox | -1% | 19% | ? | -2% | -4%
GLP1R ag | 4% | 4% | -3% | 1% | 9%
PTHR1 agonist | -14% | -26% | -25% | -86%[inhibitor] | -21%
GLP1R cytotox | -4% | 1% | 7% | -26% | 1%
TDP43 rescue | -9% | -10% | 8% | -20% | ?
GLP1R inv ag | 9% | 24% | -17% | 11% | ?
D3 antag | -25 | 12 | -21 | . | -4
DRD3 agonist | 15 | 2 | -6 | -6 | -1

41) O=C1[C@H]2[C@@H](c3ccc(C(F)(F)F)cc3)N[C@]3(CCCN(Cc4ccccc4)C3=O)[C@H]2C(=O)N1Cc1ccccc1
42) COc1cc(NCCCn2cnc3c(OC)ncnc32)cc(OC)c1OC
43) CCCc1nnc(NC(=O)CCC(=O)N2CCCCC2)s1
44) Cc1cc(C)c(NC(=O)C2CCCN2CCOC(=O)c2ccccc2)c(C)c1 (stereo not given)
45) COc1cccc(C(C)(O)c2nc(-c3cnn(C)c3)cs2)c1 (stereo not given)
46) COc1ccc([C@H]2C[C@H](O)[C@@H](n3cc(COC(=O)c4ccccc4)nn3)CN2C(=O)C2CCCCC2)cc1
screen / no. | 41 | 42 | 43 | 44 | 45 | 46
aSyn rescue | 0% | 3% | 0% | 10% | -7% | 10%
KB-V1 MDR tox | ? | ? | 18% | -27% | ? | -17%
GLP1R ag | -6% | -1% | 5% | -1% | -3% | 11%
PTHR1 agonist | -30%[inhibitor] | 5% | i | i | -20% | -24%
GLP1R cytotox | 0% | 1% | 0% | 7% | 2% | -21%
TDP43 rescue | 16% | 0% | 13% | 6% | -3% | 0%
GLP1R inv ag | 11µM* | 23% | 7% | ? | -12% | ?
D3 antag | -17 | 0 | 8 | -16 | ? | -3
DRD3 agonist | -1 | -9 | 5 | 1 | -11 | 2
